Giardia FBPA inh = blocks Giardia fructose-bisphosphate aldolase activity. A8B2U2. purified Giardia FBPA. actives 0.71% (n = 290,000). Potency, µM (doses to about 59.6 µM), for the others: top-dose activity, negative = inhibition, hits mostly inhibitors; also: potency is read from the fitted curve at half-maximal effect; % is scaled to controls: 0 for no effect and ±100 for the full control effect; nearly all actives have a fitted effect of over 55% in size
Target sequence (A8B2U2 whole entry, looked up): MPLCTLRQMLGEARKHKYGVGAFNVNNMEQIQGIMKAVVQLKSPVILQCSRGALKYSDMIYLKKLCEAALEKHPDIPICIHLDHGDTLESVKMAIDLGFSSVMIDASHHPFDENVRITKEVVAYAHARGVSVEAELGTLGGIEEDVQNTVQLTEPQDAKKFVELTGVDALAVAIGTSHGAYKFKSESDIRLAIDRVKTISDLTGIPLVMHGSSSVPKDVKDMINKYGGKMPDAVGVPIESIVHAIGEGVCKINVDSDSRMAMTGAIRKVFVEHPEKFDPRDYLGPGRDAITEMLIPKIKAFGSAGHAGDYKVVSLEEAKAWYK
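Giardia FBPA (40 nM reagent) was preincubated 10 min at RT with compound (up to 57.5 uM final), then substrate plus GAPDH/TPI/NAD/arsenate coupling system with diaphorase/resazurin was added; resorufin fluorescence (525/598 nm) was read after 20 min.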
Pf growth 48h = P. falciparum growth inhibition at 48 hours (one generation); Potency, µM (top dose mostly 28.7 µM), without a hit: top-dose activity change, negative = inhibition, hits mostly inhibitors; AID 504832; actives 5.9% (n = 310,000); P. falciparum luciferase growth in erythrocytes, 48 h; also: potency is read from the fitted curve at half-maximal effect; % is scaled to controls: 0 for no effect and ±100 for the full control effect
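Growth was read as firefly luciferase luminescence after a 48 h, 37 C, 5% CO2 exposure of compounds to reporter-bearing P. falciparum cultures (0.1% parasitemia, 2% hematocrit final) in Albumax-supplemented RPMI 1640.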
Pf growth 96h = inhibits malaria parasite growth, 96 h | P. falciparum luciferase reporter growth, 96 h | Potency, µM (doses to about 28.7 µM), inactives show at the highest dose activity change, negative = inhibition, most hits filed as inhibitors | actives 6.9% (n = 320,000) | AID 504834; also: potency is read from the fitted curve at half-maximal effect; % is scaled to controls: 0 for no effect and ±100 for the full control effect
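Erythrocytes infected with luciferase-expressing P. falciparum were dispensed at 2% hematocrit and 0.05% parasitemia (final), then incubated with compounds 96 hours at 37 C in 5% CO2. Luminescence after detection reagent addition reported growth.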
CHX counter = counter-screen for Shiga toxin inhibitors: cycloheximide protein synthesis inhibition. cell reporter, cycloheximide protein synthesis inhibition counterscreen. max response, %. actives 12% (n = 300,000); in the data active = max response mostly above about 13%, no sharp cut-off; inactive = mostly below about 14%; also: read at 38.3 µM for the half of the compounds with a filed dose; 0% is about no effect
Shiga toxin inh = blocks Shiga toxin action in Vero cells. Vero cells, Shiga toxin protein synthesis inhibition reporter. inhibition, % at 38.7 µM. actives 9.2% (n = 290,000). AID 2315; in the data active = inhibition mostly above about 28%, no sharp cut-off; inactive = mostly below about 43%; also: 0% is about no effect
Sm TGR inh = S. mansoni TGR enzyme inhibition; actives 3% (n = 360,000); Potency, µM (top dose mostly 114 µM), for inactives: at the highest dose activity change, negative = inhibition, usual class: inhibitors; Q962Y6; purified TGR, DTNB reduction, TNB absorbance 405 nm; also: potency is read from the fitted curve at half-maximal effect; % is scaled to controls: 0 for no effect and ±100 for the full control effect; nearly all actives have a fitted effect of over 60% in size
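Kinetic colorimetric format: TGR-catalysed, NADPH-driven DTNB reduction monitored via TNB absorbance. Enzyme dispensed at 20 nM; compound exposure 15 min at room temperature before reaction start.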
* marks the source's active call; other numbers are inactive results; ? = inconclusive; . = not tested or not shown; & = joins results of further samples; [ ] = remark or other dose. Unless noted, calls follow the shape of the dose curve; as a rule, active = well fitted curve in the direction sought with a large enough effect; inconclusive = small, poorly fitted or top-dose-only effect, or another doubt; inactive = no such curve, though single readings can be large; an effect the other way counts as inactive or inconclusive.

SMILES | Giardia FBPA inh | Pf growth 48h | Pf growth 96h | CHX counter | Shiga toxin inh | Sm TGR inh
Cc1nc2ccccn2c1C(=O)NNC(=O)Nc1ccccc1 | . | -8% | 31%[activator] | 8 | 13 | -19%
OC1CCCN(Cc2cccc3ccccc23)C1 (configuration not stated) | 2% | 4% | . | 7 | -11 | -12%
N/C(Cc1ccc(Cl)cc1)=N\OC(=O)c1ccccc1 | -2% | . | 10µM* | 24* | 57 | -5%
O=C(NNC(=O)C1CCN(S(=O)(=O)c2cccc(Cl)c2)CC1)C1CC1 | 10% | ? | 0% | 5 | -10 | 0%
COc1ccc(CN(C(=O)Cc2cccs2)C(C(=O)NC2CCCC2)c2ccncc2)cc1 (configuration not stated) | 4% | ? | 15µM* | -2 | -6 | 0%
CC(=O)NN1C(=O)c2ccc(Oc3ccc4c(c3)C(=O)N(NC(C)=O)C4=O)cc2C1=O | 2% | 14% | -17%[5.75 µM] | -2 | -4 | .
CCn1nc(NC(=O)c2ccccc2)c2cc3cccc(C)c3nc21 | -13% | ? | -23% | -2 | 13 | 6%
COc1c(F)c(F)c(C(=O)Nc2ccc(NC(=O)Cc3ccccc3)cc2)c(F)c1F | 3% | -1% | 6% | -3 | -2 | .
Cc1oc(-c2ccc(Cl)cc2)nc1CN1CCC(C(=O)NCc2cccs2)CC1 | 2% | . | ? | 6 | -13 | 0%
Cc1occc1C(=O)NNC(=O)C1CCCC1 | 2% | -12% | 5% | -3 | -5 | -2%
Cc1ccc(-c2ccc(S(=O)(=O)NCC3CCCO3)cc2)cc1 (configuration not stated) | 7% | 34% | 14% | 6 | 11 | 3%
CCn1cc(C(=O)N2CCN(c3ccccn3)CC2)c(=O)c2cc(S(=O)(=O)N(C)C3CCCCC3)ccc21 | 4% | ? | ? | -3 | -11 | -2%
Cc1ccccc1C(=O)Nc1ccccc1C(=O)NCc1ccccc1 | 1% | ? | ? | -4 | -13 | 8%
COCCN(CC(=O)NC1CCCCC1)C(=O)c1csnn1 | 4% | 34%[activator] | 1% | 7 | -15 | 0%
O=C(NNS(=O)(=O)c1ccc(C(=O)NC2CCCC2)cc1)c1ccncc1 | -10% | 16% | -10% | -2 | -8 | 5%
O=C(Nc1ccc(Cl)cc1)N1CCOC12CCCCC2 | -8% | 25% | 48%[activator] | 8 | 12 | 11%
Cn1nnc2cc(NC(=O)Nc3cccc(C(F)(F)F)c3)ccc21 | 0% | . | 0% | 1 | 18 | 18%
O=C(CN1C(=O)NC2(CCCCC2)C1=O)Nc1ccc(N2CCOCC2)cc1 | -11% | 12% | 0% | 0 | -3 | -6%
Cc1ccccc1-n1c(=O)cc(N2CCc3ccccc32)[nH]c1=O | -29% | 0% | -1% | 2 | 7 | -14%
CC(=O)Nc1cccc(C(=O)N/N=C/c2ccc(C)o2)c1 | -7% | 23% | 26% | 11 | 17 | -14%
Cc1cccc(NC2CCCCC2NS(=O)(=O)c2ccccc2)c1 (configuration not stated) | 2% | ? | ? | 5 | 7 | -15%
Clc1ccccc1OCCCCN1CCNCC1 | ? | ? | 25% | 5 | 11 | 1%
NC(=O)c1ccc(SCC(=O)NC2CCCCC2)c([N+](=O)[O-])c1 | 4% | -3% | 0% | 2 | -8 | -5%
CCN(CC)CCNC(=O)c1ccc(NC(=O)Cc2ccsc2)cc1 | . | -3% | ? | -1 | -10 | 1%
Cc1ccc(S(=O)(=O)N2CCC(C(=O)OC(C)C(=O)N3CCOCC3)CC2)cc1 (configuration not stated) | . | -6% | 1% | . | . | -6%
C=CCN(CC=C)Cc1nc(N)nc(Nc2ccccc2C)n1 | 1% | ? | 9.3µM* | -2 | -7 | -3%
O=C(N=C1SC2CS(=O)(=O)CC2N1c1ccccc1Cl)C1CCCO1 (configuration not stated) | 2% | -3% | 32%[activator] | -2 | -4 | 3%
CC(=O)NC(=S)Nc1ccc(N2CCOCC2)c(S(=O)(=O)Nc2cc(Cl)ccc2Cl)c1 | 3% | -16% | -23% | 1 | 19 | -29%
Cc1ccc(S(=O)(=O)c2nc(S(C)(=O)=O)sc2N2CCC(C(N)=O)CC2)cc1 | 2% | ? | 8.3µM* | -2 | 16 | ?
CCOc1ccc(NC(=O)c2cn(CC(C)C)c(=O)c3c2c2ccccc2n3C)cc1 | -5% | 0% | ? | 11 | -8 | 0%
N#C/C(=C(/O)c1ccco1)c1nc2ccccc2s1 | 2%&10% | 74%&155%[activator] | 70%&167%[activator] | 38* | 66* | 5%&3%
CN1CCc2c(sc3c2c(=O)n(-c2ccccc2)c2nncn32)C1 | -13% | ? | ? | 2 | -3 | -40%
Cc1cccc(C(=O)N/N=C/C(C)Cc2ccc3c(c2)OCO3)c1 (configuration not stated) | -4% | -9% | -23% | -1 | -5 | -11%
COc1ccc(-c2c(-c3ccccc3OC)oc3ccccc23)cc1F | . | 2.9µM* | 2.6µM* | . | . | 1%
COc1ccc(N2CCN(C(=O)c3ccccc3N(C)S(=O)(=O)c3ccc(C)cc3)CC2)cc1 | . | ? | 10µM* | 0 | -9 | -20%
Cc1nc2c(-c3ccc(F)cc3)c(C)nn2c(C)c1CCC(=O)N1CCC(Cc2ccccc2)CC1 | 0% | . | ? | 0 | 21 | 1%
CCCCn1c(=O)[nH]c(=O)c2c1nc(-c1ccc(OCCC)c(OCC)c1)n2C | 5% | -2% | 5% | 1 | -6 | 2%
Cc1ccc(C)n1CCN1CCN(C(=O)c2ccc(Cl)cc2)CC1 | -1% | ? | ? | 5 | 3 | -10%
CN(c1ccccc1)S(=O)(=O)c1ccc(C(=O)Nc2nnc(C3CC3)s2)cc1 | 3% | ? | ? | 3 | -10 | 10%
O=C1C=C(c2cccc(OCc3ccccc3)c2)C[C@@H](c2ccc3c(c2)OCO3)C1 | . | -4% | ? | . | . | 2%

Four entries drawn at random from the list so far, as already listed:
SMILES | Giardia FBPA inh | Pf growth 48h | Pf growth 96h | CHX counter | Shiga toxin inh | Sm TGR inh
Clc1ccccc1OCCCCN1CCNCC1 | ? | ? | 25% | 5 | 11 | 1%
CCN(CC)CCNC(=O)c1ccc(NC(=O)Cc2ccsc2)cc1 | . | -3% | ? | -1 | -10 | 1%
N#C/C(=C(/O)c1ccco1)c1nc2ccccc2s1 | 2%&10% | 74%&155%[activator] | 70%&167%[activator] | 38* | 66* | 5%&3%
CCOc1ccc(NC(=O)c2cn(CC(C)C)c(=O)c3c2c2ccccc2n3C)cc1 | -5% | 0% | ? | 11 | -8 | 0%

The listing continues.
SMILES | Giardia FBPA inh | Pf growth 48h | Pf growth 96h | CHX counter | Shiga toxin inh | Sm TGR inh
O=C(NCc1ccccc1)c1cccc(S(=O)(=O)N2CCOCC2)c1 | 5% | -15% | -13% | -1 | -2 | 0%
CCN(CC)c1ccc(NC(=O)c2ccco2)cc1 | -6% | -11% | -17% | 23* | 66* | -14%
CC(=O)N/N=C(/c1ccccc1)C(O)c1ccccc1 (configuration not stated) | 3% | 5% | -5% | 5 | 8 | -16%
O=C(/C=C/c1ccccc1)N1CCC(Cc2ccccc2)CC1 | 4% | ? | 8.3µM* | 30 | 41 | 2%
COc1cc2c(C)nc(C)c(C#N)c2cc1OC | -7% | 19% | -4%[5.75 µM] | -2 | -9 | 4%
CC1CC=CC2C1C(=O)N(Cc1ccccc1)C2c1ccc(F)c(-c2ccc(N(C)C)cc2)c1 (configuration not stated) | 0% | . | . | 13 | 0 | .
N#Cc1cc2c(nc1SCC(=O)Nc1cc(Cl)ccc1Cl)C1CCN2CC1 | -3% | ? | ? | -2 | 48* | -2%
COC(=O)CN1C(=O)[C@@H]2[C@H](C1=O)[C@@H]1CC(C(=O)OC)=C[C@@H](C(=O)OC)C3C1=C(C(=O)[C@]3(C)NC(=O)c1ccccc1)[C@@H]2C (some centres not stated) | 5% | . | . | -7 | -11 | .
COc1ccc(N2C(=O)NC3CC2(C)Oc2ccc(Br)cc23)cc1OC (configuration not stated) | -2% | -5% | -1% | 1 | -11 | -14%
COc1ccc(CNC(=O)COC(=O)CCc2nc3ccccc3c(=O)[nH]2)cc1 | -1% | 8% | -3% | 12 | -12 | ?
COC(=O)c1cc(Br)c(=O)n(CC(C)C)c1 | -2% | 13% | . | -7 | -27 | -1%
CCC(=O)c1cn(CC(=O)Nc2ccccc2Cl)c2ccccc12 | 16% | ? | 163%[activator] | 1 | 3 | 7%
Cc1n[nH]c(C)c1N=Nc1cc(Cl)ccc1Cl | 0% | 12% | 123%[activator] | -3 | -7 | 8%
CC1CCC(C(C)C)C(OC(=O)CSc2nc(N)cc(=O)[nH]2)C1 (configuration not stated) | . | -9% | -18% | 8 | -14 | 12%
CC(=O)Nc1ccc(C(=O)CSc2nnnn2C2CCCC2)cc1 | -2% | 7% | 7% | 15* | 24 | 14%
O=C(CCCc1ccccc1)Nc1cccnc1 | -2% | . | 21% | 19* | 66* | 5%
CC(C)(Oc1ccc(Cl)cc1)C(=O)N/N=C/c1cn[nH]c1-c1ccccc1 | 1% | . | ? | 7 | 12 | 18%
COc1cccc(CNC(=O)C2CCCN(c3nn4c(=O)cc(C)nc4s3)C2)c1 (configuration not stated) | 0% | -17% | -10% | -2 | -17 | 2%
COc1cccc(NC(=S)N2CCN(C(c3ccccc3)c3ccccc3)CC2)c1 | 1% | 26% | 31%[activator] | -4 | -7 | 11%
Cc1cccc(CSc2ccc3nnc(-c4cccs4)n3n2)c1 | 4% | 8% | ? | -7 | -14 | 3%
CSc1ccc(S(=O)(=O)Nc2ccc3c(c2)OCCO3)cc1 | 6% | 14% | -10% | -3 | -8 | -14%
O=C(Cn1c(=O)oc2cc(S(=O)(=O)NCc3ccccc3)ccc21)NCc1ccco1 | 2% | . | ? | -3 | -3 | -15%
COc1ccc(CN2C(=O)c3cccnc3C2=O)cc1S(=O)(=O)N1CCCC(C)C1 (configuration not stated) | 1% | -16% | 15µM* | -3 | -4 | -8%
C#CCOCCOCCOCCNc1nc(N2CCN(C(=O)[C@H](CCCCN)n3cc([C@@H](N)CC(C)C)nn3)CC2)nc(N2CCN(C(=O)[C@H](Cc3ccc(O)cc3)n3cc([C@@H](N)CC(C)C)nn3)CC2)n1 | 0% | 0% | 24% | -1 | -6 | -6%
Cc1ccc(S(=O)(=O)CC(C)(O)CS(=O)(=O)c2ccc(C)cc2)cc1 | 4% | 0% | -2% | -1 | -7 | ?
COc1ccccc1C(=O)Nc1cc(C)on1 | -14% | 109%[activator] | 16% | 45* | . | 1%
COc1ccc(C(=O)C2CCCN(C(=O)Cn3cncn3)C2)cc1OC (configuration not stated) | -1% | 36% | -12% | 18 | 11 | 7%
CN=C1S/C(=C\c2ccc(SC)cc2)C(=O)N1C | -20% | 68%[activator] | 89%[activator] | 33* | 56* | 10%
Cc1ccc(CNn2cnnc2SCC(=O)NC(C)(C)C)cc1 | 5% | -3% | ? | -1 | 21 | ?
O=C(NCc1ccccc1)C(c1cccnc1)N(C(=O)c1csnn1)c1ccccc1 (configuration not stated) | 5% | 3% | 12% | -3 | -5 | -12%
COc1ccccc1NC(=O)CC(c1ccc(F)cc1)c1ccco1 (configuration not stated) | -17% | ? | 2% | -4 | -9 | ?
Cc1cccc(OCCNC(=O)CCNS(=O)(=O)c2ccc3ccccc3c2)c1 | . | ? | -28% | . | . | 3%
COC(=O)N[C@H](c1ccccc1)[C@@]1(C)C[C@@H]1[C@@H](C)C(=O)Nc1ccc2ccccc2c1 | 4% | . | . | 3 | -2 | .

Limited to CHX counter, for some of the entries so far:
SMILES | CHX counter
Cc1ccc(S(=O)(=O)CC(C)(O)CS(=O)(=O)c2ccc(C)cc2)cc1 | -1
COc1ccccc1C(=O)Nc1cc(C)on1 | 45*
